From PubChem
bovine MsrA act: bovine MsrA enzyme activators, primary screen, biochemical, absorbance, HTS. activation, % at 10.6 µM. Methionine sulfoxide reductase A (Bos taurus). 0.3% of 360,000 active. purified bovine MsrA, absorbance read-out; in the data active = activation above about 7.5%;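 note: 0% = vehicle and 100% = reference activator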
Rpn11 inh: Rpn11 (PSMD14) deubiquitinase inhibitors, primary screen, biochemical, fluorescence polarization, uHTS. 26S proteasome non-ATPase regulatory subunit 14 (Homo sapiens), O00487. human 26S proteasome, Ub4-pepOG fluorescence polarization; 20S core pre-blocked with epoxomicin. calls only at 20 µM. 0.59% of 360,000 active. AID 588493, 2011;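 active = inhibition at 20 µM, scaled to each plate's controls, above about 33%, limit read from the data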
Target sequence (O00487 whole entry, looked up): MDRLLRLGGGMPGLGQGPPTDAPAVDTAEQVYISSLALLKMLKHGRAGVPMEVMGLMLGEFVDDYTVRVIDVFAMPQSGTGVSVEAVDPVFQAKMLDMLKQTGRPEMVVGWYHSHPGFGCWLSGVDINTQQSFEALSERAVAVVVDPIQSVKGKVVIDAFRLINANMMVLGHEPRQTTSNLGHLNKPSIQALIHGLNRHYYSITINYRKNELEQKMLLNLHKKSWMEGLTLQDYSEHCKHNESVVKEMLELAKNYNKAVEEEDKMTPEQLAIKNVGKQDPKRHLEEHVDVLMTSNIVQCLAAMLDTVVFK
MT1-MMP act inh: blockers of MT1-MMP proenzyme processing, primary screen, HT1080 RFP-PRO-GFP cells, GFP/RFP fluorescence | GFP/RFP ratio change, % at 20 µM | AID 651647, 2012 | 0.061% of 360,000 active | GFP/RFP ratio fluorescence, overnight; percent of plate control window, DMSO zero | Matrix metalloproteinase-14 (Homo sapiens), P50281;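 active = GFP/RFP ratio change of at least 30% with cell ATP level not reduced by more than half and red fluorescence within 50% of control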; note: strong numbers were not always called active
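Compound: 20 µM single dose, 1% DMSO / System: HT1080 RFP-PRO-GFP cells / Controls: DMSO and RFP-L50D-GFP cell wells / Read-out basis: GFP/RFP fluorescence ratio / Schedule: overnight compound exposure at 37 °C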
eLon inh: inhibitors of E. coli Lon protease, primary screen, biochemical, fluorescence polarization | P0A9M0 | AID 602123, 2011 | 0.42% of 360,000 active | inhibition, % at 7.94 µM | purified E. coli Lon protease; in the data active = inhibition above about 13%, passing the limit was not always enough;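 note: 0% = enzyme with probe and DMSO and 100% = no enzyme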
Target sequence (P0A9M0 whole entry, looked up): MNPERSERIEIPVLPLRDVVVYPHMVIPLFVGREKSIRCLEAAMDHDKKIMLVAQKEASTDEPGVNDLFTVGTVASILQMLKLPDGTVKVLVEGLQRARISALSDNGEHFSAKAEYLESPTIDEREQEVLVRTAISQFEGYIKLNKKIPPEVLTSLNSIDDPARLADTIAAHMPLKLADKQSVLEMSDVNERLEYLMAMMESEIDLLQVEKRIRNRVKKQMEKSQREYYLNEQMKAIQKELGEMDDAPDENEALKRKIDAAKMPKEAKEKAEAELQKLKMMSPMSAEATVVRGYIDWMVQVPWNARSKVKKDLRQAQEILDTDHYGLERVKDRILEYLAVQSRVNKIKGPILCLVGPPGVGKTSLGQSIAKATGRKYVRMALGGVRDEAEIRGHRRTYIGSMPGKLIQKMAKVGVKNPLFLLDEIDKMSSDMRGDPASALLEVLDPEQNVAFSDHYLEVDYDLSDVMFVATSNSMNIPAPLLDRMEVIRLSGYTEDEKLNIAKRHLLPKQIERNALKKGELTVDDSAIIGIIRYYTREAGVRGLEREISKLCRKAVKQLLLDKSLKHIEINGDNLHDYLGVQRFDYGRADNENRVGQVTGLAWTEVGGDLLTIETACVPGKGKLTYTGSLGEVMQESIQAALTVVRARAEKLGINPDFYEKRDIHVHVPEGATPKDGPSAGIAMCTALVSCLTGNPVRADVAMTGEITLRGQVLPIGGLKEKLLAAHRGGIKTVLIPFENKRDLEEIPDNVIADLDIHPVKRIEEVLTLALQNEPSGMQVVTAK
CSN deneddyl inh: inhibitors of CSN-mediated cullin deneddylation, primary screen, biochemical, fluorescence polarization, uHTS; COP9 signalosome complex subunit 5 (Homo sapiens), Q92905; Purified CSN, SCF-Nedd8-OG deneddylation; inhibition, % at 12.5 µM; 0.38% of 360,000 active; AID 651999, 2013;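 active = pattern-corrected inhibition above about 35%, with an unprinted fluorescence ratio check between 0.5 and 1.5, limit read from the data, passing the limit was not always enough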;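 note: 0% = enzyme with substrate and 100% = substrate without enzyme; some results filed as inactive read as strong as hits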
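assay system = purified human Csn5 enzyme expressed in HEK293T cells | amount = 0.24 nM enzyme | buffer or medium = Tris/NaCl/DTT buffer, pH 7.5 | reagent = 10 nM SCFSkp2-Nedd8OG | compound = one concentration, 12.5 µM, 0.25% DMSO | times = 90 min reaction at room temperature | signal = FP | read-out basis = % inhibition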
Rin1-Abl PPI inh: inhibitors of Rin1-Abl protein binding, primary screen, biochemical, TR-FRET. inhibition, % at 7.35 µM. 0.4% of 360,000 active. Tyrosine-protein kinase ABL1 (Homo sapiens) + Ras and Rab interactor 1 (Homo sapiens), …; in the data active = inhibition above about 5%, passing the limit was not always enough
MsrA inhibitor: bovine MsrA enzyme inhibitors, primary screen, biochemical, absorbance, HTS; Methionine sulfoxide reductase A (Bos taurus); purified bovine MsrA, absorbance read-out; inhibition, % at 15.5 µM; 0.75% of 360,000 active; AID 651718, 2012; in the data active = inhibition above about 4.5%;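 note: 0% = vehicle wells with enzyme and 100% = reference inhibitor wells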
FAS TE block: FAS thioesterase domain inhibitors, primary screen, biochemical, fluorescence intensity, uHTS; Fatty acid synthase (Homo sapiens), P49327; recombinant FAS-TE, OMFH fluorogenic substrate, fluorescence endpoint; inhibition, % at 15 µM; 0.67% of 360,000 active;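 active = compounds whose normalised, plate-corrected inhibition of enzyme fluorescence in the single-dose primary screen is 50% or more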;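 note: 0% = DMSO with enzyme and 100% = substrate without enzyme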
PABP1 MLLE inh: inhibitors of PABP1 MLLE–PAM2 peptide binding, primary screen, biochemical, fluorescence polarization, FITC-PAM2, GST-MLLE; inhibition, % at 20 µM; Polyadenylate-binding protein 1 (Homo sapiens), P11940; 0.36% of 360,000 active; AID 588489, 2011; in the data active = inhibition above about 35%, passing the limit was not always enough;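 note: plate controls were DMSO wells with GST-MLLE for no effect and wells lacking GST-MLLE protein for full effect; some results filed as inactive read as strong as hits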
Starred values were filed as active, the others as inactive; i = inactive; x = not tested or not shown. Random draw from the library; 3.7% or so of the library scored in one or more.

SMILES	bovine MsrA act	Rpn11 inh	MT1-MMP act inh	eLon inh	CSN deneddyl inh	Rin1-Abl PPI inh	MsrA inhibitor	FAS TE block	PABP1 MLLE inh
Cn1cnc(S(=O)(=O)N2CCCCC2c2cc(C(=O)NCc3ccc(Cl)c(Cl)c3)no2)c1 (stereo not given)	-3	i	2	-11	3	-3	1.1	3	-8
O=C(Nc1ccc(Cl)cc1)C(c1ccccc1)N(CCO)CCO (stereo not given)	-2	i	1	3	1	-2	-0.2	-8	10
COc1ccc(NS(=O)(=O)c2cccs2)c(OC)c1	-3	i	4	-6	1	4	1.1	4	3
COc1ccc([N+](=O)[O-])cc1NC(=O)C1CCCO1 (stereo not given)	-10	i	5	1	-13	-1	2.4	-4	12
CCC(=O)N1CCN(c2ccc(NC(=S)NC(=O)COc3ccccc3)cc2)CC1	-5	i	5	-1	2	0	-0.6	-9	24
O=C(CSc1nnc(-c2cc3ccccc3cc2O)n1Cc1ccco1)c1ccc(F)cc1	-1	i	-4	-3	1	-1	0.9	34	-102
O=S(=O)(Nc1cccnc1)c1cccs1	3	i	-2	-4	-2	2	0.8	-2	-15
O=C(COC(=O)CCc1c[nH]c2ccccc12)Nc1ccccc1	-3	i	4	-2	-2	0	0.3	2	-4
CC(=O)c1cccc(N2C(=O)Nc3ccccc3N2O)c1	-2	i	2	-4	6	-1	-0.5	-6	11
O=C(Nc1cccc(S(=O)(=O)NC2=NCCCCC2)c1)c1ccc(Cl)cc1	-3	i	-6	-2	-5	-2	0.9	0	10
CC(OC(=O)c1ccc(Cl)nc1)C(=O)Nc1ccc2c(c1)OCO2 (stereo not given)	-3	i	5	-5	3	2	-0.7	3	0
CCc1ccccc1NC(=S)N(CCN(C)C)C(C)c1cccnc1 (stereo not given)	-7	i	3	-3	0	0	0.3	-1	-5
CCCSC1C(C)=C(C)C(=O)N1Cc1ccccc1 (stereo not given)	-1	i	1	-9	2	-1	1.1	0	-2
Cc1ccccc1/C(N)=N/OC(=O)c1ccc(F)cc1	-1	i	-4	4	2	2	0.5	-2	3
COCc1cc(C)nc(N)c1C#N	-1	i	3	11	1	0	1.5	-8	13
Cc1sc2nc(CSCC(=O)N(C)CC(=O)Nc3ccc(F)cc3)[nH]c(=O)c2c1C	-5	i	-44	-1	-2	0	-0.5	-13	8
CCN1C/C(=C/c2cccc([N+](=O)[O-])c2)C(=O)/C(=C/c2cccc([N+](=O)[O-])c2)C1	-9	i	x	0	9	4	0.3	1	-15
O=C(CNS(=O)(=O)c1ccc2ccccc2c1)Nc1ccc(F)c(F)c1F	-4	i	-1	-6	0	-1	-0.4	9	20
Cc1ccccc1[C@H](NC1c2ccccc2C=Cc2ccccc21)P(=O)(c1ccccc1)c1ccccc1	-2	x	-21	-6	-7	x	-0.5	32	x
CCOC(=O)NC1(C(F)(F)F)N=C(c2ccccc2)NC1=O (stereo not given)	-3	i	-2	-6	2	0	-0.3	-2	-4

Quoted at random: 5 records from the list, in no set order.
SMILES	bovine MsrA act	Rpn11 inh	MT1-MMP act inh	eLon inh	CSN deneddyl inh	Rin1-Abl PPI inh	MsrA inhibitor	FAS TE block	PABP1 MLLE inh
CC(=O)c1cccc(N2C(=O)Nc3ccccc3N2O)c1	-2	i	2	-4	6	-1	-0.5	-6	11
CCCSC1C(C)=C(C)C(=O)N1Cc1ccccc1 (stereo not given)	-1	i	1	-9	2	-1	1.1	0	-2
Cn1cnc(S(=O)(=O)N2CCCCC2c2cc(C(=O)NCc3ccc(Cl)c(Cl)c3)no2)c1 (stereo not given)	-3	i	2	-11	3	-3	1.1	3	-8
Cc1ccccc1[C@H](NC1c2ccccc2C=Cc2ccccc21)P(=O)(c1ccccc1)c1ccccc1	-2	x	-21	-6	-7	x	-0.5	32	x
O=S(=O)(Nc1cccnc1)c1cccs1	3	i	-2	-4	-2	2	0.8	-2	-15

Continuation:
SMILES	bovine MsrA act	Rpn11 inh	MT1-MMP act inh	eLon inh	CSN deneddyl inh	Rin1-Abl PPI inh	MsrA inhibitor	FAS TE block	PABP1 MLLE inh
CCN1CCN(c2ccccc2NC(=O)c2ccc(-n3cccn3)cc2)CC1	-1	i	-4	8	-3	2	-0.3	-4	-64
COCCCNC(=O)CCSc1ccc(C)cc1	-4	i	4	-10	0	2	1.8	-11	1
Cc1ccc(C)c(NC(=O)COC(=O)c2c(C)nn(-c3ccccc3)c2C)c1	-2	i	3	-1	-4	-3	-0.9	1	-27
CN(C)c1ccc(NC(=S)NC(=O)/C=C/c2ccc(Cl)cc2)cc1	-14	i	0	-6	7	2	-0.7	0	5
CCOC(=O)[C@@H]1[C@H]2COc3ccccc3[C@H]2N2C(=O)N(c3ccccc3)C(=O)[C@]12C	-1	i	-2	-5	-2	0	x	4	2
Nc1cc(=O)[nH]c(=O)n1-c1cccc(F)c1	-2	i	2	-8	-2	-4	-0.8	-3	-15
Cc1nc(N2CCN(c3ccccn3)CC2)c2c(C)c(C(=O)Nc3c(C)cc(Br)cc3C)sc2n1	-2	i	-3	5	6	-8	-1.2	73*	-7
NC(=O)/C=C\C(=O)Nc1cccc(C(F)(F)F)c1	-10	i	-1	-7	3	0	-0.1	-13	23
Cc1oc2cc3oc(=O)c(CCC(=O)NC4CC4)c(C)c3cc2c1C	-8	i	6	-5	20	2	0.5	-3	-6
CC(=O)C1=C(O)C(=O)N(c2cccc(C(=O)O)c2)C1c1ccccc1F (stereo not given)	-3	i	0	0	0	-2	2.4	-10	5
CCCCCn1c(CN2CC(C)OC(C)C2)nc2c1c(=O)n(C)c(=O)n2C (stereo not given)	-7	i	0	-4	-1	2	-0.3	-8	4
S=C(Nc1ccccc1)NC1CCN(Cc2ccccc2)CC1	-2	i	3	3	1	3	0.9	-3	0
Cn1cc(CN2CCCC(C(=O)c3cccs3)C2)c(-c2cccc(Cl)c2)n1 (stereo not given)	0	i	4	-7	-3	4	0.4	10	-7
CC(C1=C(CCN(C)C)Cc2ccccc21)c1ccccn1 (stereo not given)	-2	i	-2	3	-9	-3	0.1	-2	8
COc1ccc(-n2ncc(Cl)c(Cl)c2=O)cc1	-3	i	-35	6	-10	4	0.2	2	-12
COc1ccccc1N(C)S(=O)(=O)c1ccc(C(=O)NC2=NCCS2)cc1	-4	i	-3	-2	-2	3	-1.6	-5	5
CCCCN(C(=O)c1ccc2c(c1)OCCO2)c1c(N)n(CC(C)C)c(=O)[nH]c1=O	-2	i	1	8	-7	4	-1.0	-6	-50
C=CCNC(=S)N/N=C/c1ccc(C(F)(F)F)cc1	2	i	-6	-2	5	3	0.3	9	8
C[C@@]12C(=O)Nc3ccc(Cl)cc3C(=O)N1[C@H]1c3ccccc3OC[C@@H]1[C@@H]2c1ccccc1	-6	i	-30	-7	-3	0	x	83*	-2
Cc1ccc(-n2c(SCC(N)=O)nc3c([nH]c4ccccc43)c2=O)cc1	-5	i	-4	-7	4	-2	0.0	-6	10
CC1(C)CC(NC(=O)c2ccc(Cl)cc2Cl)CC(C)(C)N1	0	i	-2	1	1	-1	-0.6	-4	-8
O=C1NC[C@H](Cc2ccccc2)N(CC2CCCCC2)C1=O	-2	i	-1	-7	-5	-1	0.5	-10	7
O=C(Nc1nccs1)C1(S(=O)(=O)c2ccc(Cl)cc2)CC1	-3	i	1	-8	0	1	-0.1	6	-10
O=C(NC1CCCCC1)C(c1cccnc1)N(CCc1ccccc1)C(=O)Cc1cccs1 (stereo not given)	-1	i	-2	6	-6	-3	1.1	3	9
CC(C)NC(=O)[C@@H]1C[C@@]1(C)[C@@H](NC(=O)OCc1ccccc1)c1ccccc1	-3	i	3	-6	3	-3	-0.6	-7	8
COc1cccc(NC(=O)CNC(=O)c2ccccc2)c1	-9	i	1	2	0	0	0.0	-9	-2
Cc1cccc(N2C(=O)CC(Sc3ccccc3C(=O)O)C2=O)c1 (stereo not given)	-6	i	1	2	1	-3	-0.1	1	24
COc1ccc(CCNC(=O)CN2CCCc3ccccc32)cc1OC	2	i	-27	-4	0	3	-0.2	-7	2
CC(=O)c1cccc(Nc2nc(-c3cccnc3)cs2)c1	0	i	0	-2	-2	-5	-0.5	6	0
Cc1sc2ccccc2[n+]1CCC(C)S(=O)(=O)[O-] (stereo not given)	-7	i	2	-7	-5	3	-0.6	-6	29
COc1ccc(OC)c2sc(N3CCCCC3)nc12	-2	i	3	-1	-8	4	0.4	-2	11
CCC(C)N(C(=O)COc1ccc(Cl)c2cccnc12)C1CCS(=O)(=O)C1 (stereo not given)	-1	i	-7	-6	0	-3	0.1	-4	-103
CC1CC(C)CN(C(=O)CCC(=O)Nc2nnc(C(C)C)s2)C1 (stereo not given)	-9	i	4	-3	1	1	0.7	0	4
O=C(NC(=S)NC1CCCCC1)c1ccc(Cl)cc1	-5	i	2	3	1	1	-0.2	25	11
O=C(c1cnsn1)N1CCC(CO)(Cc2ccc(Cl)cc2)CC1	-5	i	0	-6	-10	4	0.7	-1	14
CCOC(=O)c1cc(NC(=O)Nc2ccccn2)c(C)nc1C	-14	i	-3	3	0	2	2.7	-13	10
Cc1cccc(OCC(=O)N/N=C/c2cn[nH]c2-c2ccc(Cl)c(Cl)c2)c1	1	i	-1	-23	-3	-1	-0.3	-8	-1
CCn1c2ccccc2c2cc(NC(=O)COc3ccc(OC)cc3)ccc21	-1	i	-4	-8	0	-5	2.2	24	5
NC(=O)Cc1ccc(C(=O)c2ccccc2)s1	-8	i	2	0	-3	-2	2.6	-2	6
CCOC(=O)Cn1cc(-c2ccccc2)nn1	8.3*	i	3	2	4	1	0.3	-8	14
O=C(N/N=C/C=C/c1ccco1)c1ccncc1	-2	i	-1	-16	2	-4	1.8	-3	-14
Cn1c(=O)[nH]c(=O)c2c1nc(N1CCCCC1)n2CCCSc1nnnn1-c1ccccc1	-2	i	4	-4	-3	1	1.0	-2	11
COc1ccccc1N(CC(=O)N1CCC(C(N)=O)CC1)S(=O)(=O)c1ccccc1	-4	i	1	-4	4	0	-0.1	-4	-5
COc1cc(C)c(S(=O)(=O)NCCCn2ccnc2)cc1C	-3	i	0	-4	1	2	0.5	-6	-6
O=C(NC1CCCCC1)C(c1ccncc1)N(C(=O)c1csnn1)c1cccc(F)c1 (stereo not given)	-2	i	3	-5	-5	0	0.6	-4	-11
Cc1nc(N2CCN(C(=O)c3cnccn3)CC2)c2c3c(sc2n1)CC(C(C)(C)C)CC3 (stereo not given)	-6	i	-2	-3	6	2	0.9	-5	-5
CCOC(=O)c1cc(-c2ccc(OC)cc2)nn1-c1ccc(C(=O)O)cc1	-9	i	2	-19	1	-5	0.5	-5	6
Cc1noc(C)c1S(=O)(=O)Nc1ccc2c(c1)C(=O)N([C@H](C)CO)C[C@H](C)[C@@H](CN(C)C(=O)NC(C)C)O2	-8	i	-1	-3	-3	-2	-0.4	-9	-43
O=C(O)CCNc1nc(C(F)(F)F)nc2ccccc12	-4	i	-5	-6	-17	-3	1.2	0	10
